Screens (PubChem BioAssay)
Pin1 inhibitor – qHTS Assay to Find Inhibitors of Pin1; Potency, µM (series often up to 115 µM), without a hit: at the highest dose activity, negative = inhibition, hits mostly inhibitors; AID 504891, 2011; Pin1 FP peptide displacement, HiFluor488, 10 min; 390,000 tested, 0.009% active; Peptidyl-prolyl cis-trans isomerase NIMA-interacting 1 (Homo sapiens), Q13526; active means well fitted inhibition curve with a large enough effect in the polarisation, with a control signal flat, not every such curve was filed as active; inconclusive means small, poorly fitted or top-dose-only effect, or effect the other way, or a change in a side signal; inactive means no such curve, though single readings can be large or run the other way; the % refers to the polarisation; further: potency means the concentration at half of the fitted maximal effect; on the % scale 0 is the no-effect control and ±100 the full control effect
Target sequence (Q13526 whole entry, looked up): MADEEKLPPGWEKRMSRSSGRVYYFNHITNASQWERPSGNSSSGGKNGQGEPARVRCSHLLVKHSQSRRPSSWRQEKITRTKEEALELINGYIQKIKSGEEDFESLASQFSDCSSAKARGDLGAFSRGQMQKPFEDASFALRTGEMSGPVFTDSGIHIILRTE
TrxR1 inh – qHTS Assay for Inhibitors of Mammalian Selenoprotein Thioredoxin Reductase 1 (TrxR1): qHTS | Thioredoxin reductase 1, cytoplasmic (Rattus norvegicus), O89049 | Potency, µM (series often up to 114 µM), without a hit: at the highest dose activity change, negative = inhibition, most hits filed as inhibitors | 390,000 tested, 1% active | recombinant rTrxR1, NADPH fluorescence consumption, selenite substrate; further: potency means the concentration at half of the fitted maximal effect; on the % scale 0 is the no-effect control and ±100 the full control effect; nearly all actives have a fitted effect of over 65% in size
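Rat TrxR1 (90 nM in the dispensed reagent) was pre-reduced with 400 uM NADPH for 5 min at room temperature, then incubated with compound for 15 min. After 400 uM selenite was added, NADPH fluorescence (Ex 340/Em 450 nm) was followed for 8 min.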
IDH1 R132H inh – qHTS for Inhibitors of mutant isocitrate dehydrogenase 1 (IDH1): qHTS; IDH1-R132H enzyme, NADPH consumption, diaphorase/resazurin fluorescence; Isocitrate dehydrogenase [NADP] cytoplasmic (Homo sapiens), O75874; Potency, µM (series often up to 76.6 µM), without a hit: at the top dose activity change, negative = inhibition, usual class: inhibitors; 390,000 tested, 0.093% active; further: potency means the concentration at half of the fitted maximal effect; on the % scale 0 is the no-effect control and ±100 the full control effect; nearly all actives have a fitted effect of over 65% in size
Target sequence (O75874 whole entry R132H, stated change not applied): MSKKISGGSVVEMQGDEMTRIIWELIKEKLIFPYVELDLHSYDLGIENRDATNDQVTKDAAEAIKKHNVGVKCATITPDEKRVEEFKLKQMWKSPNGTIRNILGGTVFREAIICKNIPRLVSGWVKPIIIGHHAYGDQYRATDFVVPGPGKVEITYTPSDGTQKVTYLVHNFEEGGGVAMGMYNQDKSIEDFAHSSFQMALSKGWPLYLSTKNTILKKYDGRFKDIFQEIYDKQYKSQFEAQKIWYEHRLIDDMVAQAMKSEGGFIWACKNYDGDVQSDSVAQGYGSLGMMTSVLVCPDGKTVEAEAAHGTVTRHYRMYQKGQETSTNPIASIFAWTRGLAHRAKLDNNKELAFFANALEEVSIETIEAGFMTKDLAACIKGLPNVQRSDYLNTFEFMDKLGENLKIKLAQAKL
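IDH1-R132H (0.5 ug/mL dispensed) in pH 7.5 Tris buffer was preincubated 30 min with compound, then given a substrate mix of 0.016 mM NADPH and 2 mM alpha-KG for 80 min at room temperature; remaining NADPH was read by diaphorase/resazurin fluorescence.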
GLS inhibitor – qHTS for Inhibitors of Glutaminase (GLS); 410,000 tested, 0.21% active; Glutaminase kidney isoform, mitochondrial (Homo sapiens), O94925; GLS enzymatic activity, qHTS titration; Potency, µM (series often up to 45.5 µM), for inactives: at the top dose activity change, negative = inhibition, most hits filed as inhibitors; further: potency means the concentration at half of the fitted maximal effect; on the % scale 0 is the no-effect control and ±100 the full control effect
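Human kidney-isoform GLS in 45 mM KH2PO4 pH 8.2, 0.02% Tween-20, with compound, started with 1mM L-Glutamine (added stock). Glutamate oxidase/HRP/Amplex red coupled fluorescence read at start and after 30 min at RT.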
HP1b chromo inh – HTS for Inhibitors of HP1-beta Chromodomain Interactions with Methylated Histone Tails. AID 540317, 2011. 390,000 tested, 0.56% active. Potency, µM (series often up to 114 µM), without a hit: top-dose activity change, negative = inhibition, most hits filed as inhibitors. Chromobox protein homolog 1 (Homo sapiens), P83916. AlphaScreen HP1-beta / biotin-H3K9me3 peptide binding; further: potency means the concentration at half of the fitted maximal effect; nearly all actives have a fitted effect of over 70% in size; inactives centre near 23
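HP1-beta protein (50 nM final) preincubated 30 min at room temperature with biotinylated H3(1-18)K9me3 peptide (50 nM) in PBS pH 7.4, 0.01% Tween-20, then compound added for 30 min. AlphaScreen streptavidin donor/nickel chelate acceptor beads (10 ug/mL final), 30 min dark, luminescence read.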
PI4K2A inh – qHTS for small molecular inhibitors of PI4K2A | Phosphatidylinositol 4-kinase type 2-alpha (Homo sapiens), Q9BTU6 | purified PI4K2A, ADP-Glo luminescence, 1 h; stronger effect = lower value | activity change, negative = inhibition, % at 76.9 µM | 420,000 tested, 0.13% active | AID 1346378, 2018; in the data active means activity change below about -50%; inconclusive means mostly about -30% to -49%;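 further: -100% = wells without enzyme as full effect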
Target sequence (Q9BTU6 whole entry, looked up): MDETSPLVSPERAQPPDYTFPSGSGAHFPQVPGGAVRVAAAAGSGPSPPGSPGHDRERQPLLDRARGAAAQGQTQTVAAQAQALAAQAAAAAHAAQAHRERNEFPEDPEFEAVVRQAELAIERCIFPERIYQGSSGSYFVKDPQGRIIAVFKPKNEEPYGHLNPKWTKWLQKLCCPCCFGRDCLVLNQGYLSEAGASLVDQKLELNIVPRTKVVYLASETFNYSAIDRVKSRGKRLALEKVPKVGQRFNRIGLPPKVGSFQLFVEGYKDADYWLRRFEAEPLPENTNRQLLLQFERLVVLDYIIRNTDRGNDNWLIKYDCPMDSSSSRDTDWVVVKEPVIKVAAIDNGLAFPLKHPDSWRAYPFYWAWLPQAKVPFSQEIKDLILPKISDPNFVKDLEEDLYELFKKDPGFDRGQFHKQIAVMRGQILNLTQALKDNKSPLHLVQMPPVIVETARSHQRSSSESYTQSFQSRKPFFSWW
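Compounds are screened against recombinant PI4K2A using PI as substrate and ATP, the latter dispensed at 300 microM. Reactions run one hour at ambient temperature before ADP-Glo detection; full inhibition defined by wells lacking enzyme.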
USP1 inh – Inhibitors of USP1/UAF1: Primary Screen | Potency, µM (doses to about 57.1 µM), inactives show top-dose activity change, negative = inhibition, actives largely listed as inhibitors | recombinant USP1/UAF1, Ub-Rhodamine cleavage fluorescence | 390,000 tested, 0.23% active | Ubiquitin carboxyl-terminal hydrolase 1 (Homo sapiens), O94782; further: potency means the concentration at half of the fitted maximal effect; on the % scale 0 is the no-effect control and ±100 the full control effect; nearly all actives have a fitted effect of over 60% in size; inactives centre near -12
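1 nM enzyme complex + cpd, 15 min RT; start with Ub-Rho 150nM final; kinetic fluorescence ex 480/em 540, 6 reads q60 s. Buffer 50mM HEPES pH 7.8, 0.5mM EDTA, 0.1 mg/ml BSA, 1mM TCEP, 0.01% Tween-20.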
TrxR1 substrate – qHTS Assay for Substrates of Mammalian Selenoprotein Thioredoxin Reductase 1 (TrxR1): qHTS | Thioredoxin reductase 1, cytoplasmic (Rattus norvegicus), O89049 | AID 588456, 2011 | Potency, µM (titrated, usually from 114 µM), without a hit: at the top dose activity change, negative = substrate turnover | 390,000 tested, 0.01% active | purified TrxR1 substrate turnover, NADPH consumption readout; further: potency means the concentration at half of the fitted maximal effect; on the % scale 0 is the no-effect control and ±100 the full control effect; nearly all actives have a fitted effect of over 50% in size
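Rat TrxR1, dispensed at 90 nM, was prereduced with 400 uM NADPH (final) for 5 min at ~22 deg C, then incubated with compound 15 min before 400 uM selenite. A first-read NADPH fluorescence drop versus no-compound background flagged substrates.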
PGK inhibitor – qHTS Assay to Find Inhibitors of Phosphoglycerate Kinase; PGK/GAPDH coupled, Kinase-Glo luminescence, 60 min; Potency, µM (highest dose often 57.5 µM), without a hit: at the highest dose activity change, negative = inhibition, usual class: inhibitors; 380,000 tested, 0.043% active; AID 602233, 2012; further: potency means the concentration at half of the fitted maximal effect; on the % scale 0 is the no-effect control and ±100 the full control effect; nearly all actives have a fitted effect of over 60% in size
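Luminescent ATP detection (Kinase-Glo Plus) follows a 60-minute room-temperature incubation, with wells lacking PGK as controls. Buffer: 100 mM TEA (pH 7.6), 5 mM MgCl2, 0.01% Tween-20. Coupling enzyme GAPDH (100 nM final) supplies unstable 1,3-BPG in-well.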
An asterisk follows results filed as active; i = inactive; ? = inconclusive; . = not tested or not shown; & = joins results of further samples; [ ] = dose if it differs, or a comment. Unless noted, the call rests on the fitted dose curve; in most records, active means well fitted curve in the direction sought with a large enough effect; inconclusive means small, poorly fitted or top-dose-only effect, or another doubt; inactive means no such curve, though single readings can be large; an effect the other way counts as inactive or inconclusive. An excerpt, so the mix of outcomes need not match the whole.

Pin1 inhibitor,TrxR1 inh,IDH1 R132H inh,GLS inhibitor,HP1b chromo inh,PI4K2A inh,USP1 inh,TrxR1 substrate,PGK inhibitor,canonical_smiles
-2%,9%,0%,1%,23%,-3,-7%,2%,-4%,Cc1c(S(=O)(=O)NC2CCCCCC2)c(=O)n(C)c(=O)n1C
11%,6%,4%,0%,7%,5,-4%,6%,-2%,O=C(CSc1ncccn1)NCc1ccccc1Cl
5%,13%[57.1 µM],1%,11%,0%,2,-20%,10%[57.1 µM],4%,COc1ccccc1NC(=O)N1CCc2[nH]c3ccc(F)cc3c2C1
.,.,-6%,-16%,.,-4,-24%,.,i,CC1(CN2CCCC2)CCC(NC(=O)C(c2ccccc2)c2ccccc2)C(C)(C)O1 (stereo unspecified)
-8%,-5%,-11%,0%,44%[activator],1,-16%,-5%,6%,C[C@H](NC(=O)N1CCn2c1nc1ccccc12)C(=O)NCc1ccc2c(c1)OCO2
-2%,27%,3%,5%,43%[activator],-4,-1%,-1%,2%,O=C1CC(C(=O)N(c2ccccc2)C(C(=O)NC2CCCC2)c2ccncc2)CS1 (stereo unspecified)
6%,-14%,6%,0%,26%,-1,-20%,18%,-7%,COc1ccccc1-c1cc2nc(C)c(CCC(=O)O)c(C)n2n1
-3%,5%,3%,0%,-2%,-2,0%,0%,i,COCCn1c(C)cc(C(=O)CSc2nc(C)nc3sc4c(c23)CCC4)c1C
1%,9%,0%,-2%,42%[activator],9,-24%,5%,-7%,Oc1ccc(-c2[nH]ncc2-c2nc3ccccc3s2)c(O)c1
?,-5%,-5%,0%,-6%,-3,1%,-6%,i,CCOC(=O)C1CCN(C2CCN(C(=O)c3oc4c(F)cccc4c3C)CC2)CC1
1%,12%[57.1 µM],1%,5%,34%,4,-18%,7%[57.1 µM],0%,O=C(OCC(=O)N1CCc2ccccc2C1)c1cccnc1Cl
3%,17%,3%,7%,51%[activator],-18,-8%,5%,4%,COc1cc(-c2nnc(SCC(=O)NC3CCCC3)n2C)cc(OC)c1O
-3%,9%,13%,0%,39%[activator],6,-8%,-1%,4%,COc1ccc(C)cc1NC(=O)CN(C)C1CCCCC1
-6%&0%,21%&24%,1%,6%,42%&8%[activator],7,-13%,9%&13%,.,CCn1ccnc1C(O)c1ccccc1OC (stereo unspecified)
0%,2%[57.1 µM],-6%,?,11%,8,-5%,7%[57.1 µM],i,CCCCCNC(=O)c1ccc2c(=O)n(CC3CCCO3)c(=O)[nH]c2c1 (stereo unspecified)
-4%,-9%,0%,27%,9%,-5,-15%,2%,-5%,Cc1ccc(NC(=O)c2c(C)oc3ccc(O)c(CN4CCCCCC4)c23)c(C)c1
-1%,-8%,0%,0%,38%,1,-5%,-1%,1%,CCC12CC3CC(C1)CC(C(=O)O)(C3)C2
0%,4%[57.1 µM],-3%,-3%,-13%,5,0%,4%[57.1 µM],-10%,COCC(C)NC(=O)c1cc2cccc([N+](=O)[O-])c2[nH]1 (stereo unspecified)
-7%,9%[57.1 µM],3%,-28%,54%[activator],-19,-21%,8%[57.1 µM],?,Cc1ccccc1NC(=S)Nc1ccccc1
50%[activator],-16%[57.1 µM],-20%,4%,80%[activator],2,1%,4%[57.1 µM],2%,NNc1nc2c(-c3ccc(Cl)cc3)nnn2c2ccccc12
19%,13%[57.1 µM],2%,-10%,40%[activator],2,?,1%[57.1 µM],i,O=C(OCc1cc(=O)n2nc(-c3cccs3)sc2n1)c1ccccc1Cl
-3%,19%[57.1 µM],-3%,11%,37%[activator],2,-5%,6%[57.1 µM],5%,COCCNC(=O)C1c2cc(OC)c(OC)cc2C(=O)N(C)C1c1cccnc1 (stereo unspecified)
-8%,23%,0%,-5%,55%[activator],-5,-25%,8%,i,Cc1cc(C)n2nc(CC(=O)NNC(=O)c3ccccc3Cl)nc2n1
-2%,-13%,25%,7%,37%,12,-15%,-12%,i,Cc1c(/C(O)=C2\C(=O)C(=O)N(CCN(C)C)C2c2ccccc2)cnn1-c1ccccc1 (stereo unspecified)
-1%,-3%,3%,-1%,30%,-3,-19%,-2%,-4%,CN(C)CCC#CC(O)(c1ccccc1)c1ccccc1
0%,-10%,5%,8%,7%,-1,3%,-9%,-2%,COc1ccc(NC(=O)COC(=O)c2c(C)noc2C)c(OC)c1
-6%,19%&15%,11%,-4%,59%[activator],0,?,6%&5%,i,COc1ccc(-c2cn(Cc3ccc(C)cc3)nn2)cc1
-10%,21%,-6%,2%,12%,-4,5%,-5%,-2%,O=C1/C(=C/c2ccccn2)SC(=S)N1CCc1ccccc1
-1%,7%[57.1 µM],11%,1%,3%,-10,-6%,0%[57.1 µM],-4%,CN1CCN(CCCC(=O)c2ccc(C3CCCC3)cc2)CC1
-2%,39%[activator],-14%,-1%,17%,2,-11%,8%,-7%,CCn1c(SCC(=O)N2CCCC2=O)nnc1-c1cccs1
1%,-2%[57.1 µM],12%,-1%,142%[activator],-26,?,37%[57.1 µM],-3%,CC(C)(C)C(=O)Nc1cc2nn(-c3ccccc3)nc2cc1Cl
1%,10%,5%,0%,-9%,0,-7%,5%,-2%,CN(C(=O)CSc1nnc(COc2ccccc2F)n1N)C1CCS(=O)(=O)C1 (stereo unspecified)
1%,-19%,-10%,-2%,19%,1,-17%,-11%,1%,CCOc1cc(S(=O)(=O)NCc2ccncc2)ccc1Cl
6%,6%,2%,0%,1%,-8,-15%,-9%,8%,O=C(/C=C/c1ccc(S(=O)(=O)N2CCOCC2)cc1)Nc1cc(F)ccc1F
-10%,7%[57.1 µM],-3%,-4%,44%[activator],1,-22%,2%[57.1 µM],-10%,N=c1ccn2c(n1)OC1C(O)C(CO)OC12 (stereo unspecified)
8%,6%,-3%,2%,25%,-7,2%,-4%,-2%,CCOc1ccc(S(=O)(=O)N(CC(=O)NC2CCCC2)c2ccc(F)cc2)cc1
6%,-4%,-4%,-4%,58%[activator],1,-10%,-2%,-6%,CC(CCc1ccccc1)NC(=O)COC(=O)C1CCC(C(C)(C)C)CC1 (stereo unspecified)
-2%,7%,7%,-3%,7%[57 µM],8,-12%,-10%,-3%,COc1ccc(-c2cc(C(=O)N3CCc4ccccc4C3)no2)cc1
-5%,-11%[57.1 µM],0%,3%,25%,-3,-7%,-5%[57.1 µM],-9%,Cc1ccc(C(=O)Nc2cc(=O)n(C)c(=O)n2C)o1
-5%,32%,17%,0%,39%,6,-9%,1%,-2%,Cc1ccc(NC(=O)N2CCCCC2)cc1[N+](=O)[O-]
-6%,?,2%,15%,15%,-7,-3%,-4%,-4%,O=C(NC(=S)Nc1cccnc1)c1cc2ccccc2o1

Copied from the results shown, 7 compounds:
Pin1 inhibitor,TrxR1 inh,IDH1 R132H inh,GLS inhibitor,HP1b chromo inh,PI4K2A inh,USP1 inh,TrxR1 substrate,PGK inhibitor,canonical_smiles
-2%,-13%,25%,7%,37%,12,-15%,-12%,i,Cc1c(/C(O)=C2\C(=O)C(=O)N(CCN(C)C)C2c2ccccc2)cnn1-c1ccccc1 (stereo unspecified)
-1%,-3%,3%,-1%,30%,-3,-19%,-2%,-4%,CN(C)CCC#CC(O)(c1ccccc1)c1ccccc1
0%,-10%,5%,8%,7%,-1,3%,-9%,-2%,COc1ccc(NC(=O)COC(=O)c2c(C)noc2C)c(OC)c1
-6%,19%&15%,11%,-4%,59%[activator],0,?,6%&5%,i,COc1ccc(-c2cn(Cc3ccc(C)cc3)nn2)cc1
-10%,21%,-6%,2%,12%,-4,5%,-5%,-2%,O=C1/C(=C/c2ccccn2)SC(=S)N1CCc1ccccc1
-1%,7%[57.1 µM],11%,1%,3%,-10,-6%,0%[57.1 µM],-4%,CN1CCN(CCCC(=O)c2ccc(C3CCCC3)cc2)CC1
-2%,39%[activator],-14%,-1%,17%,2,-11%,8%,-7%,CCn1c(SCC(=O)N2CCCC2=O)nnc1-c1cccs1
